Screening results (PubChem)
hcDAF-12 act = H. contortus DAF-12 nuclear receptor activators, primary screen, cell-based, luminescence, HEK293, lit1-tk-luc reporter. 370,000 tested, 1.4% active. activation, % at 6.8 µM. HEK293 hcDAF-12 lit1-tk-luc reporter; 0% DMSO, 100% Δ7-dafachronic acid;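 active = activation above the mean of all tested compounds plus 3 SD, cut at about 5.5% in these data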;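 note: 100% = response to 3 µM Δ7-dafachronic acid high control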
SMARCA2 activ = SMARCA2 (BRM) function activators, primary screen, cell-based, luminescence, high throughput. 370,000 tested, 1% active. MG213 cells, MMTV-luciferase reporter, dexamethasone, overnight. activation, % at 9.1 µM; in the data active = activation above about 7.8%;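 note: 0% = vehicle wells and 100% = reference activator wells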
sPLA2-III inh = human group III sPLA2 inhibitors, primary screen, biochemical, QFRET, BODIPY PC-A2 liposome substrate; inhibition, % at 12.2 µM; 370,000 tested, 0.56% active; Group 3 secretory phospholipase A2 (Homo sapiens), Q9NZ20; QFRET BODIPY PC-A2 liposome hydrolysis, fluorescence;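 active = inhibition above mean plus 3 SD of compounds lying within the high and low control bounds, cut at about 19% in these data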;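 note: 0% = median of test compound wells and 100% = no enzyme DMSO wells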
Target sequence (Q9NZ20 whole entry, looked up): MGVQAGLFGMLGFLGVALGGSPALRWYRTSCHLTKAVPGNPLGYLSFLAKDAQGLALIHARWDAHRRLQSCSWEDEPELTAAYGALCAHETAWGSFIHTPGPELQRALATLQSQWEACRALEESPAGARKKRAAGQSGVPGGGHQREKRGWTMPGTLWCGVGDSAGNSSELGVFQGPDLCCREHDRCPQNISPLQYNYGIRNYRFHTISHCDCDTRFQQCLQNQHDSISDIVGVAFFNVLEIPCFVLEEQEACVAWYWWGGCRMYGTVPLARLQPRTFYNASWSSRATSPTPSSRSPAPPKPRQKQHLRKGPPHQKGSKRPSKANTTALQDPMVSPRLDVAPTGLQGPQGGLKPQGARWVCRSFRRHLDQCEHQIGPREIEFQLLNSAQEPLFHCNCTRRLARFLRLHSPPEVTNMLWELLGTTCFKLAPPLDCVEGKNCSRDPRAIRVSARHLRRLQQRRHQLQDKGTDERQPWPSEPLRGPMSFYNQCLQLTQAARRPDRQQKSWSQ
FXN GAA850 act = FXN promoter activators, primary screen, cell-based, luciferase luminescence, HEK293 lucGAA850; activation, % at 6 µM; 360,000 tested, 0.56% active; HEK293 lucGAA850 FXN promoter luciferase reporter, 24 h; percent of 10 µM SAHA response;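 active = activation above the average of all compounds screened plus 3 SD, cutoff fixed separately per campaign, cut at about 7.5% in these data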;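 note: 0% = DMSO wells and 100% = 10 µM SAHA wells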
PLC-beta3 inh = human PLC-beta3 inhibitors, primary screen, biochemical, fluorescence; 1-phosphatidylinositol 4,5-bisphosphate phosphodiesterase beta-3 (Homo sapiens), Q01970; Purified PLC-beta3, fluorogenic substrate; inhibition, % at 12.2 µM; 370,000 tested, 0.18% active; AID 720704, 2013; in the data active = inhibition above about 11%;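 note: 0% = median of compound wells on plate and 100% = full blocker control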
DAX1 inh-1 = DAX1 (NR0B1) inhibitors on StAR promoter, primary screen, cell-based, luminescence, SF-1 (NR5A1), full-length DAX-1; HEK293T StAR-luciferase reporter, SF-1/DAX-1 repression relief; inhibition, % at 6.8 µM; 370,000 tested, 1.1% active; AID 652010, 2013;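 active = inhibition above the mean over all tested compounds plus 3 SD, cut at about 3.6% in these data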;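 note: 0% = DAX-1 cells with DMSO and 100% = cells lacking DAX-1 with DMSO; higher inhibition means more luminescence from relief of DAX-1 repression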
DAX1 inh-2 = DAX1 (NR0B1) inhibitors, primary screen, cell-based, HEK293, Gal4-DAX1, luciferase luminescence; 340,000 tested, 0.99% active; AID 504766, 2011; Nuclear receptor subfamily 0 group B member 1 (Homo sapiens), P51843; inhibition, % at 6.75 µM; HEK293 Gal4-DAX1 luciferase reporter;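 active = inhibition above the mean over all tested compounds plus 3 SD, cut at about 4.2% in these data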;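 note: 0% = DAX1-transfected cells with DMSO and 100% = empty-vector control cells with DMSO; inhibition shows as a rise in luminescence from relieved DAX1 repression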
hgDAF12 agonist = H. glycines DAF-12 receptor agonists, primary screen, cell-based, luminescence, HEK293, GAL4 fusion, UAS-luciferase | activation, % at 6.8 µM | Nuclear hormone receptor DAF-12 (Heterodera glycines), GAL4 fusion | 370,000 tested, 1.8% active | HEK293 GAL4-hgDAF12 UAS-luciferase reporter, agonist luminescence; normalized to butyrate control;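 active = activation above a cutoff set at the mean of all screened compounds plus 3 SD, cut at about 10% in these data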;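 note: 0% = DMSO wells and 100% = sodium butyrate wells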
PG9 Ab binder = binders of HIV-1 gp120 antibody PG9, primary screen, biochemical, TR-FRET; AID 624416, 2012; 360,000 tested, 0.43% active; HIV-1 gp120 / PG9 antibody interaction; TR-FRET gp120-PG9 antibody binding; inhibition, % at 6.7 µM; in the data active = inhibition above about 8.5%
Rev-erbA mod = modulators of Rev-erb alpha DNA binding, primary screen, biochemical, FITC-DNA, fluorescence polarization, uHTS; Rev-erbα–FITC-DNA binding, 90 min; activity, % at 10 µM; 370,000 tested, 0.79% active;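 active = activity above about 14%, limit read from the data; passing the limit was not always enough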;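 note: 0% = DMSO wells with 35 nM protein and 100% = DMSO wells with 750 nM protein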
Target sequence (P20393 whole entry, looked up): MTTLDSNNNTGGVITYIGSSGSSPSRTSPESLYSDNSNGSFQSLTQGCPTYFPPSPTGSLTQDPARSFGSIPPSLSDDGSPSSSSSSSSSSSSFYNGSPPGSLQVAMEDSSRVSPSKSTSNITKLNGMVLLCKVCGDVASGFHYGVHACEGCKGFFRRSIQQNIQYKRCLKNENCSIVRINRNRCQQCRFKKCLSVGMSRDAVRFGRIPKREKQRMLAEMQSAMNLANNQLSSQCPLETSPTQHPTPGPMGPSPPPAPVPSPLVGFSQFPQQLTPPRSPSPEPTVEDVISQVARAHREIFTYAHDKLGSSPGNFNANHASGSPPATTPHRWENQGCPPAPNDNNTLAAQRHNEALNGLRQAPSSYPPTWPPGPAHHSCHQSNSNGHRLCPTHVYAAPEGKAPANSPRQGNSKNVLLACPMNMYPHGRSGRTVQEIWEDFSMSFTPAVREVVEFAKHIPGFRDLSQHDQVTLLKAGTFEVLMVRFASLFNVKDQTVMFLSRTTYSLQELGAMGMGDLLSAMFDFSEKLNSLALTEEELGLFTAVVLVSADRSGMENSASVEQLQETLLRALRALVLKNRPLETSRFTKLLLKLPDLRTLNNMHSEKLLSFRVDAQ
ssDAF-12 act = S. stercoralis DAF-12 nuclear receptor activators, primary screen, cell-based, luminescence, HEK293, GRIP1 co-expression, lit1-tk-luc. Nuclear hormone receptor DAF-12 (Strongyloides stercoralis). HEK293 ssDAF-12/GRIP1 lit1-tk-luc reporter; % of 3 µM dafachronic acid response. activation, % at 6.8 µM. 370,000 tested, 1% active. AID 652126, 2013;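 active = activation above the mean over all tested compounds plus 3 SD, cut at about 0.9% in these data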;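 note: 0% = DMSO-only wells and 100% = 3 µM delta7-dafachronic acid wells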
Starred values were filed as active, the others as inactive; nt = no result given. Rows were taken by chance; about 7% have a hit in one of these screens.

SMILES | hcDAF-12 act | SMARCA2 activ | sPLA2-III inh | FXN GAA850 act | PLC-beta3 inh | DAX1 inh-1 | DAX1 inh-2 | hgDAF12 agonist | PG9 Ab binder | Rev-erbA mod | ssDAF-12 act
O=C1CCC([N+](=O)[O-])C(c2cc3c(cc2Br)OCO3)N1 (configuration not stated) | 2.5 | -3 | 1 | 0.7 | 1 | -0.4 | -0.2 | -0.3 | 0.5 | -3 | -1.1
CC1CCCC(C)N1CCCNC(=O)Cn1c(=O)c2cccn2c2cccnc21 (configuration not stated) | 3.0 | -2 | -1 | -1.1 | -22 | -0.1 | 0.7 | 1.1 | -3.9 | -2 | -1.0
Cc1ccccc1-c1cc(-c2ccccc2O)on1 | 22* | 8 | 0 | 4.9 | 3 | 4.8* | 2.2 | 22* | -0.6 | 3 | 3.4*
CCN1CCN(CCNC(=O)CSCc2nc(-c3ccc(OC)c(OC)c3)oc2C)CC1 | 2.2 | 1 | 4 | -0.2 | -1 | 0.2 | 0.0 | -0.5 | -1.5 | -1 | -1.0
Cc1ccc(/C=N/N=C2/NC(=O)CS2)o1 | -0.5 | 6 | 3 | 1.6 | 10 | 0.9 | 3.4 | 0.9 | -2.0 | 5 | -1.0
COc1ccc(CNC(=O)C(C)OC(=O)c2cccn2C)cc1 (configuration not stated) | -0.2 | -1 | 0 | -0.1 | -1 | -0.3 | -0.2 | -1.4 | 0.0 | 0 | -1.3
CC(=O)OC(C#CCN1CCOCC1)c1ccccc1 (configuration not stated) | -0.8 | -4 | 4 | 1.1 | 3 | -0.2 | 0.0 | -0.6 | 1.7 | -5 | -1.5
NS(=O)(=O)c1ccc(NC(=O)CSc2nnc(-c3cnccn3)n2-c2ccccc2)cc1 | -1.4 | -2 | 1 | -2.5 | -4 | -0.5 | 0.8 | -1.5 | 0.9 | -1 | -1.1
COc1ccc(N2CC(C(=O)Nc3ccc([N+](=O)[O-])cc3Br)CC2=O)cc1 (configuration not stated) | -0.4 | 0 | -12 | 1.0 | -5 | -0.3 | -1.5 | -0.2 | -1.9 | -2 | -0.8
CC(C)N1CCN(Cc2ccc3nsnc3c2)CC1CCO (configuration not stated) | -0.8 | 0 | 4 | 0.9 | -7 | 0.3 | 0.3 | -4.0 | 0.6 | -2 | -0.8
O=C(CN1CCC(NC(=O)C2CC2)CC1)Nc1ccccc1[N+](=O)[O-] | -0.3 | -4 | 8 | -0.2 | -8 | -0.4 | -0.6 | 0.3 | -2.2 | -3 | -0.9
O=C(NCCN1C(=O)S/C(=C\c2ccc(Cl)cc2)C1=O)c1ccc(F)c(S(=O)(=O)N2CCOCC2)c1 | -0.6 | 0 | 0 | 0.2 | 0 | 0.4 | 0.8 | 1.6 | -1.0 | -6 | -1.2
COc1ccc(NC(=O)CSc2nc3c(c(=O)n2-c2ccc(C)cc2)SCC3)c(OC)c1 | -0.2 | -1 | -3 | -2.9 | 3 | 0.3 | 0.5 | 0.9 | -1.7 | -1 | -1.3
O=c1c2c3c(sc2nc(NCCO)n1Cc1ccco1)CCCCC3 | 0.7 | 4 | 0 | 6.4 | 0 | 0.8 | 0.2 | 3.5 | -0.1 | 0 | 0.2
CNC(=O)C1(C)CCN1C(=O)Cc1ccc(C(C)C)cc1 (configuration not stated) | 0.6 | -2 | 4 | -0.4 | -10 | 0.2 | nt | 0.1 | 1.5 | -5 | -0.4
Cc1ccc2c(cnn2C(=O)CCCC(=O)NC(C)c2ccccc2)c1 (configuration not stated) | 0.2 | 0 | -7 | -0.2 | -2 | 1.9 | -1.3 | -1.2 | -0.1 | -2 | -1.5
C=CCn1cc(/C=N/Nc2nc3ccccc3[nH]2)c2ccccc21 | -0.2 | -4 | 2 | 5.5 | -9 | -3.7 | -2.1 | -9.5 | -4.3 | 2 | -0.9
Cc1nsc(Nc2ccccc2)c1C#N | -0.9 | 0 | -4 | 0.3 | -2 | -0.3 | -1.3 | -0.1 | -0.2 | 0 | -1.1
O=C(Nc1nc2ccc(F)cc2s1)C1CCN(S(=O)(=O)c2cc([N+](=O)[O-])ccc2Cl)CC1 | -1.4 | -4 | -10 | -7.0 | 0 | -1.9 | -1.8 | 9.7 | -3.7 | -1 | -1.7
COc1ccc(-n2nc(C(=O)NCc3ccco3)c3c4ccccc4n(C)c3c2=O)cc1 | 3.6 | -1 | 14 | 2.1 | -8 | -0.3 | 1.8 | 1.3 | -1.1 | -3 | 0.5
COc1ccc(NC(=O)c2ccc(OCC3CCCO3)cc2)cc1Cl (configuration not stated) | -0.3 | -1 | -1 | 2.5 | -8 | -1.2 | -3.1 | 2.1 | 0.8 | 6 | -0.7
CS(=O)(=O)c1ccc(Cl)c(NC(=O)COC(=O)c2cccc(S(=O)(=O)N3CCCCC3)c2)c1 | -1.1 | 0 | -9 | -0.6 | -2 | 0.5 | -0.1 | -2.5 | -1.0 | -5 | -0.2
O=C(Cc1ccccc1)N/N=C/c1cc2c(cc1Cl)OCO2 | -2.0 | 1 | -2 | -0.3 | -6 | -0.7 | 0.2 | 0.5 | -0.5 | 1 | -1.3
COc1ccc(/C=N/NC(=O)c2cc(-c3ccccc3OC(C)C)nc3ccccc23)cc1CN1CCOCC1 | -1.4 | 1 | -9 | 1.0 | -27 | -0.7 | 2.4 | -2.0 | 0.1 | -1 | -1.5
N#C/C(=C\c1ccc(-c2ccc(Br)cc2)o1)C(=O)NCCc1c[nH]c2ccccc12 | -0.5 | -2 | -36 | -0.1 | -19 | -0.4 | 1.8 | 2.3 | 0.2 | 0 | -0.7
Cc1cc(C)n(CC(=O)Nc2ccccc2)n1 | -1.7 | -3 | 12 | -1.2 | 1 | -1.0 | 0.6 | -0.7 | -0.5 | 3 | -1.4
CCN(Cc1cn(Cc2ccc(C)cc2)nn1)S(=O)(=O)c1ccccc1Br | -3.1 | -1 | -4 | nt | 4 | -0.5 | nt | 0.8 | nt | 1 | -0.8
COc1ccc(C#Cc2cccc(-c3nc(C(=O)NCCCN4CCOCC4)cc4c3[C@H](CCO)N(S(=O)C(C)(C)C)C4)c2)cc1OC (some centres not stated) | -1.4 | -1 | -17 | nt | -17 | -1.9 | nt | -2.2 | -0.7 | -8 | -1.5
CC(/C=C/c1ccco1)=N\NC(=O)CNc1cccc(C)c1 | -0.3 | -3 | -1 | 2.8 | -2 | -0.5 | 0.6 | 2.1 | 0.1 | -5 | -1.3
CN1CCc2c(sc3c2c(=O)n(-c2ccccc2)c2n[nH]c(=S)n32)C1 | -1.5 | -3 | 0 | 0.5 | -2 | 0.3 | 4.7* | -1.0 | -1.8 | 0 | -1.9
CC(C)(C)c1ccc(NC(=O)C2=CC=CN3CCS(=O)(=O)N=C23)cc1 | 1.4 | 1 | 11 | 3.9 | -11 | 3.9* | -0.1 | 8.6 | 0.0 | -1 | -0.3
CCOc1ccc(C(=O)OCC(=O)N2CC(C)OC(C)C2)cc1OCC (configuration not stated) | -0.4 | 1 | -4 | 0.4 | -1 | 0.1 | 4.1 | -1.9 | -2.0 | 0 | 0.4
Cc1ccc(S(=O)(=O)c2nnn3c2nc(NCCCN2CCCC2=O)c2ccccc23)cc1C | -1.1 | -2 | -4 | 1.0 | -22 | -0.6 | 0.2 | 0.1 | -1.0 | -2 | -1.3
Cc1ccc(C)c2[nH]c(=O)c(CN(CCN3CCCC3)C(=O)Nc3ccc(F)cc3)cc12 | 4.1 | -2 | -10 | -1.6 | -12 | 0.2 | 0.7 | -0.6 | 0.4 | 2 | 0.0
O=C(NCCCN1CCc2ccccc2C1)Nc1ccc(Br)cc1 | 1.3 | -2 | -16 | 1.4 | 2 | -0.2 | -1.7 | -1.1 | 0.5 | -1 | 0.4
NC(=O)c1ccc(NC(=O)Cn2c(=O)n(-c3ccccc3)c(=O)c3oc4ccccc4c32)cc1 | -1.2 | 0 | 3 | 0.7 | -7 | 0.0 | -0.3 | 0.7 | 0.5 | 0 | -1.2
O=C(NC1=NCCS1)c1sc2ccccc2c1Cl | 11* | 4 | -13 | 0.7 | -1 | 4.7* | 1.5 | 21* | 3.1 | 4 | 1.1*
COCCN(CCOC)Cc1cc(=O)oc2cc(C)cc(C)c12 | 1.5 | 0 | 1 | nt | -4 | -1.4 | nt | -1.6 | -1.5 | 0 | -0.8
Cc1noc(C)c1CSCC(=O)N1CCN(c2ccc(F)cc2)CC1 | -3.3 | -3 | -4 | -1.0 | 1 | -1.9 | -4.0 | -2.9 | -0.5 | 3 | -1.9
C/C(CC(=O)NCc1ccco1)=N\NC(=O)Cc1ccccc1 | 0.1 | 1 | 3 | 0.4 | -3 | 0.1 | -0.7 | 1.3 | 0.6 | 0 | -0.3
COC(=O)c1ccc(C(C2C(=O)CC(C)(C)CC2=O)C2C(=O)CC(C)(C)CC2=O)cc1 | -0.7 | -2 | 9 | 0.5 | -4 | 0.4 | 1.6 | -2.2 | 1.4 | -1 | -1.4
C=CCN(CC(=O)c1sc(C(=O)OCC)nc1C)c1cccc(Br)c1 | -0.1 | -1 | -4 | 0.6 | -7 | 0.3 | 0.8 | 1.4 | 1.4 | 1 | -1.3
CN1CCN(S(=O)(=O)c2cccc(C(=O)N(c3ccccn3)C3CCCCC3)c2)CC1 | 0.4 | 0 | -5 | 0.3 | 0 | -0.6 | 0.6 | 0.7 | -0.2 | -1 | -1.1
NC(=O)CC(NC(=O)c1ccccc1)c1ccc(N2CCN(c3ccccc3)CC2)c([N+](=O)[O-])c1 (configuration not stated) | -2.5 | 0 | 1 | -1.8 | 4 | -1.4 | -1.5 | -0.3 | -2.8 | -1 | -1.2
COc1cc(OC)cc(C(=O)NCCCn2ccnc2)c1 | -1.5 | -3 | 14 | 1.1 | -3 | -0.2 | 2.0 | -2.1 | 2.6 | -3 | -1.4

Two compounds picked at random from the list so far:
SMILES | hcDAF-12 act | SMARCA2 activ | sPLA2-III inh | FXN GAA850 act | PLC-beta3 inh | DAX1 inh-1 | DAX1 inh-2 | hgDAF12 agonist | PG9 Ab binder | Rev-erbA mod | ssDAF-12 act
NS(=O)(=O)c1ccc(NC(=O)CSc2nnc(-c3cnccn3)n2-c2ccccc2)cc1 | -1.4 | -2 | 1 | -2.5 | -4 | -0.5 | 0.8 | -1.5 | 0.9 | -1 | -1.1
Cc1noc(C)c1CSCC(=O)N1CCN(c2ccc(F)cc2)CC1 | -3.3 | -3 | -4 | -1.0 | 1 | -1.9 | -4.0 | -2.9 | -0.5 | 3 | -1.9
